NPY1 pot ag: human NPY-Y1 potentiation or agonism, primary screen | P25929 | AID 1304 | NPY-Y1 expressing cells, potentiator/agonist activation | activation, % at 3.6 µM | 0.37% of 220,000 active; in the data active = activation above about 33%, passing the limit was not always enough;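 note: cells stimulated with NPY at EC10 then isoproterenol at EC100; 0% = low agonist plus stimulus and 100% = saturating agonist plus stimulus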
Target sequence (P25929 whole entry, looked up): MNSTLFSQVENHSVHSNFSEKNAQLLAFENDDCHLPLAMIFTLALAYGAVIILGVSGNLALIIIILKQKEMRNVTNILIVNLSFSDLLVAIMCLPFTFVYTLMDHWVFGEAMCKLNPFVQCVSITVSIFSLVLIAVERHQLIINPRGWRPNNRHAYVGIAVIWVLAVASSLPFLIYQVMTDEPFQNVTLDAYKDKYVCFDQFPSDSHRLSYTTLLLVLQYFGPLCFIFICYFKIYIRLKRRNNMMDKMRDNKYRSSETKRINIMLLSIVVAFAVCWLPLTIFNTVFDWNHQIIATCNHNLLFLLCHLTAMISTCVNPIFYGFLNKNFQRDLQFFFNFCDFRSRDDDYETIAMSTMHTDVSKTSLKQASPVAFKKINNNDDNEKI
zfTRPN1 agonist: zebrafish TRPN1 (NompC) channel agonism | HEK293 zebrafish TRPN1-YFP, Fluo-8 calcium fluorescence; 100% = response to 87 µM carbachol | activation, % at 3 µM | 0.18% of 220,000 active;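 active = activation above its plate's cutoff, the mean activation of test wells on that plate plus 3 SD, cut at about 19% in these data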;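 note: 0% = DMSO alone and 100% = 87 µM carbachol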
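Material: zebrafish TRPN1-YFP in HEK293 cells. Doses: one dose of 3 µM, 0.3% DMSO. Incubation: dye 1 h 37 °C plus 30 min RT. Measured by: intracellular calcium fluorescence with Fluo-8.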
TRPML3 agonist: activates the human TRPML3 channel | Q8TDD5 | HEK293 TRPML3-YFP, Fluo-8 calcium fluorescence; 100% = the carbachol control signal | activation, % at 3 µM | 0.29% of 220,000 active | AID 1448;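 active = activation above its plate's cutoff, the mean activation of the plate's test wells plus 3 SD, cut at about 12% in these data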;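 note: 0% = DMSO only wells and 100% = carbachol wells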
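Material: TRPML3-YFP stable HEK293 cells | Dosing: One concentration, 3 µM nominal, 0.3% DMSO | Timing: 125 s total fluorescence read per well | Technique: Fluo-8 calcium dye fluorescence, ex 470-495, em 515-575 nm | Measure: Percent activation from peak-to-basal fluorescence ratio, scaled between DMSO and carbachol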
NPY Y1 blocker: antagonists of human neuropeptide Y receptor Y1. HEK293-CNG Y1 cells, membrane potential fluorescence; NPY at EC95, then isoproterenol. inhibition, % at 3.6 µM. 1% of 200,000 active. AID 1040;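 active = inhibition above the campaign mean inhibition of all tested compounds plus 3 SD, cut at about 20% in these data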;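 note: 0% = DMSO wells given NPY plus isoproterenol and 100% = isoproterenol alone without NPY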
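Material: HEK293 Y1/CNG channel cell line; also added: NPY (25 nM), isoproterenol (1 µM), Ro 20-1724 (25 µM); doses: one concentration, 3.6 µM, in 0.4% DMSO; schedule: compound incubation 1 h at room temperature, readout 45 min post-stimulation; technique: membrane potential fluorescence; measure: fluorescence ratio normalized to % inhibition between controls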
EP2 antag: blocks the human prostaglandin E2 receptor EP2; P43116; C6 glioma cells expressing human EP2, cAMP TR-FRET; cells stimulated with saturating PGE2; inhibition, % at 25 µM; 0.52% of 260,000 active; AID 1422;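 active = percent inhibition above 40 after rounding to a whole number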;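 note: rat C6 glioma host cells with rolipram phosphodiesterase inhibitor present; the protocol text gives 20 µM as final concentration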
Target sequence (P43116 whole entry, looked up): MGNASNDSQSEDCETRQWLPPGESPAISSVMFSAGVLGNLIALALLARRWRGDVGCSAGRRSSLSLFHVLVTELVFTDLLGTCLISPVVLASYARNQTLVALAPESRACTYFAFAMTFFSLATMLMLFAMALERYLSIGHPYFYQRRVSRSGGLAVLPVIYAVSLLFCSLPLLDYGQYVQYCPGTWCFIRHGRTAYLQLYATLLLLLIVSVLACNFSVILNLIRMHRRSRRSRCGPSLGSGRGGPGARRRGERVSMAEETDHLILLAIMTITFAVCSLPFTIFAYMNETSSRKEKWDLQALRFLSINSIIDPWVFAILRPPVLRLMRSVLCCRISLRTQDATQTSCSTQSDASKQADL
PPC-1+TRAIL kill: PPC-1 cancer cell killing with TRAIL present; PPC-1 cells + TRAIL, ATPLite viability luminescence; cell killing (% activity), % at 4 µM; 0.41% of 220,000 active; AID 1443;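 active = cell killing above 50% in the first pass at 4 µM, then a duplicate retest at 5 µM averaging 50% or more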;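 note: plate controls were cells with TRAIL plus DMSO for no effect and medium-only wells lacking cells for full effect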
14-3-3 Bad inh: disrupts binding of bovine 14-3-3 zeta to phospho-Bad peptide; inhibition, % at 21.7 µM; TR-FRET 14-3-3zeta/Dy647-pBad peptide displacement, 1 h; 0.71% of 220,000 active; P63103;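 active = inhibition above about 70%, limit read from the data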;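 note: 0% = full 14-3-3 plus peptide FRET controls and 100% = background without 14-3-3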
Target sequence (P63103 whole entry, looked up): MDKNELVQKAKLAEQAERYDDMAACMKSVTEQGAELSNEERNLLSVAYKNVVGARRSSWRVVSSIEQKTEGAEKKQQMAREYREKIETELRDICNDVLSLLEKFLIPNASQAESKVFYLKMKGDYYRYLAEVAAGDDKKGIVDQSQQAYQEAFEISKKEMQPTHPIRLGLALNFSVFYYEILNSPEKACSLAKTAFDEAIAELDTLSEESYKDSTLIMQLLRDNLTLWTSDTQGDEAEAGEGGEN
EP2 mod: modulates human prostaglandin E2 receptor EP2 signaling; P43116; EP2-expressing cells, cAMP HTRF FRET, PGE2 co-stimulation; induction, % at 25 µM; 0.83% of 260,000 active; AID 940;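 active = compounds whose cAMP rise, as percent of the full-agonist control response, exceeds 60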;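 note: rat C6 glioma line stably carrying human EP2 under a CMV promoter; the protocol text gives 20 µM as final concentration; 100% = response of wells given 1 µM PGE2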
CHOP inhibitor: inhibitors of CHOP induction in ER stress response | 3.8% of 220,000 active | inhibition, % at 10 µM | AID 2732 | CHO-K1 CHOP-promoter luciferase, tunicamycin-induced, 15-18 h;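 active = compounds that reduced the stress-induced luciferase reporter signal by more than about 70% of percent inhibition, limit read from the data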;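 note: 0% = tunicamycin plus vehicle and 100% = wells without tunicamycin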
Active calls of the source: *; / = no result given; [ ] = remark or other dose. Some of the compounds tested (hit frequency here may not be typical).

#	mol	NPY1 pot ag	zfTRPN1 agonist	TRPML3 agonist	NPY Y1 blocker	EP2 antag
1	CCOC(=O)c1cc(NC(=O)COC)ccc1O	3	2.1	0.5	4	3
2	CCCN1C(=S)SC(C)(C)C1/[N+]([O-])=C/c1ccc(S(=O)(=O)NC)cc1 (configuration not stated)	-8	2.9	1.6	/	11
3	COC(=O)c1ccc(COC(=O)C(CCS(C)(=O)=O)N2C(=O)c3ccccc3C2=O)cc1 (configuration not stated)	-9	1.2	1.4	2	11
4	Cc1nc2cc(N)ccc2n1C1CCCCC1	2	0.4	0.8	-1	13
5	COc1ccc2nccnc2c1[N+](=O)[O-]	8	1.9	0.9	/	14
6	CCOC(=O)c1c(N)n(CCOC(=O)c2cccs2)c2nc3ccccc3nc12	5	3.4	5.3	-5	/
7	CC1Cc2ccccc2N1C(=O)CN1C(=O)COc2ccccc21 (configuration not stated)	12	2.0	1.7	4	5
8	Cc1cccn2cc(CNC(=O)c3ccc(Br)o3)nc12	-2	-0.4	-0.3	-2	7
9	CCN(CC)S(=O)(=O)c1cccc(NC(=O)COC(=O)C2CC3C=CC2C3)c1 (configuration not stated)	0	9.1	4.9	-4	12
10	O=C(CSc1ccc(Cl)cc1)NCC1CCCO1 (configuration not stated)	12	-0.3	0.6	-1	15
11	CCCC(=O)Nc1nc(-c2ccc(OC)cc2)cs1	-8	0.3	0.9	-3	15
12	c1ccc(C2=Nn3c(Cn4nnc5ccccc54)nnc3SC2)cc1	1	1.9	0.8	/	6

#	PPC-1+TRAIL kill	14-3-3 Bad inh	EP2 mod	CHOP inhibitor
1	27	-7	4	1
2	5	2	-2	7
3	11	4	6	12
4	35	32	-1	-9
5	8	-16	-6	12
6	-6	8	-13	12
7	3	-10	-21	-1
8	3	-3	-6	-5
9	6	-10	-26	12
10	-3	6[fluorescence artefact?]	2	-12
11	24	5	-22	-119
12	8	-2	-24	11

#	mol	NPY1 pot ag	zfTRPN1 agonist	TRPML3 agonist	NPY Y1 blocker	EP2 antag
13	O=C(Nc1n[nH]c(C(F)(F)F)n1)c1cccs1	-2	0.6	1.0	/	11
14	CN(C)C(CNC(=S)Nc1ccc(F)cc1)c1cccnc1 (configuration not stated)	5	1.7	0.2	8	6
15	Cc1ccc(SCc2[nH]nc3c2C2(C(=O)Nc4ccc([N+](=O)[O-])cc42)C(C#N)=C(N)O3)cc1 (configuration not stated)	-4	-0.7	0.3	-3	12
16	C#CCn1c(=NC(=O)CSC(C)=O)sc2cc(F)ccc21	7	1.8	0.2	-8	19
17	CCn1c(CSCc2ccccc2)n[nH]c1=S	3	-1.9	-0.2	3	3
18	CN(C)CCCNc1nc(-c2ccccc2)nc2ccccc12	-21	2.3	1.0	/	8
19	CN1CCN(C(=O)c2cc3nc(-c4ccccc4)cc(C(F)(F)F)n3n2)CC1	10	2.5	0.8	3	11
20	CCOc1ccc(-n2c(SCC(=O)Nc3ccc(CC)cc3)nc3n[nH]c(C)c3c2=N)cc1	3	-2.6	0.1	1	7
21	NC(=O)c1nn(-c2ccccc2)nc1NC(=O)Cn1nnc(-c2ccccc2)n1	-6	0.3	0.3	3	1
22	O=C(O)CSc1ncccc1C(=O)O	-11	1.2	1.0	0	9
23	Cc1nc2ccc(S(=O)(=O)NCC(=O)N3CCc4ccccc4C3)cc2s1	-25	0.8	-0.5	6	13
24	CCCCNC(=O)c1cc(-c2ccc(F)cc2)on1	-8	-0.8	-0.7	-1	9

#	PPC-1+TRAIL kill	14-3-3 Bad inh	EP2 mod	CHOP inhibitor
13	3	-2	4	3
14	0	-3	2	4
15	9	6	-45	12
16	30	-11	-39	15
17	7	-8	4	-5
18	10	6	-11	6
19	2	-3	-13	6
20	15	25	7	27
21	38	12[fluorescence artefact?]	-8	72*
22	20	-28[fluorescence artefact?]	18	12
23	5	8	-48	1
24	20	12	-7	-18

Random excerpt: five entries already listed.
#	mol	NPY1 pot ag	zfTRPN1 agonist	TRPML3 agonist	NPY Y1 blocker	EP2 antag
13	O=C(Nc1n[nH]c(C(F)(F)F)n1)c1cccs1	-2	0.6	1.0	/	11
16	C#CCn1c(=NC(=O)CSC(C)=O)sc2cc(F)ccc21	7	1.8	0.2	-8	19
23	Cc1nc2ccc(S(=O)(=O)NCC(=O)N3CCc4ccccc4C3)cc2s1	-25	0.8	-0.5	6	13
19	CN1CCN(C(=O)c2cc3nc(-c4ccccc4)cc(C(F)(F)F)n3n2)CC1	10	2.5	0.8	3	11
20	CCOc1ccc(-n2c(SCC(=O)Nc3ccc(CC)cc3)nc3n[nH]c(C)c3c2=N)cc1	3	-2.6	0.1	1	7

#	PPC-1+TRAIL kill	14-3-3 Bad inh	EP2 mod	CHOP inhibitor
13	3	-2	4	3
16	30	-11	-39	15
23	5	8	-48	1
19	2	-3	-13	6
20	15	25	7	27

Next entries follow.
#	mol	NPY1 pot ag	zfTRPN1 agonist	TRPML3 agonist	NPY Y1 blocker	EP2 antag
25	COCCCNC(=O)c1c(N)n(/N=C/c2ccccn2)c2nc3ccccc3nc12	7	-0.7	-0.1	5	/
26	CCC(C)NC(=O)c1cnc2n(c1=O)CCS2 (configuration not stated)	1	1.3	-0.3	0	12
27	O=C(NNS(=O)(=O)c1ccccc1)C(O)(c1ccccc1)c1ccccc1	0	-0.2	0.1	4	19
28	Cc1cc(Cl)nc(Cl)c1C(=O)NC(=O)NCCC(C)C	-18	-1.6	0.7	7	4
29	CCCNC(=O)N[C@@H](CCSC)C(=O)OC	-6	-0.8	0.9	-2	10
30	Cc1cc(C(=O)Nc2ccc(S(=O)(=O)N3CCCC3)cc2)cs1	-12	0.5	-0.7	5	6
31	Cc1ccccc1N(CC(=O)NC1CCCC1)C(=O)C1(C)CC(=O)N=C2C=CC=CN21 (configuration not stated)	0	-1.0	1.5	-4	14
32	S=C(NCc1ccncc1)Nc1ccc(Cl)c(Cl)c1	9	4.9	2.6	12	6
33	O=C(O)CC(C(=O)Nc1ccc(F)cc1)C1CCCO1 (configuration not stated)	14	2.1	0.7	/	13
34	CC(C)(C)NC(=O)COC(=O)c1cncc(Br)c1	5	0.1	1.0	3	12
35	COc1cc(OC)cc(C(=O)N2CCCc3ccccc32)c1	-2	-2.6	-0.5	-1	5
36	CCN(C(=O)c1ccc(NC(C)=O)cc1)c1ccccc1	-8	3.5	0.9	-1	7

#	PPC-1+TRAIL kill	14-3-3 Bad inh	EP2 mod	CHOP inhibitor
25	17	/	/	/
26	-3	8[fluorescence artefact?]	2	-7
27	4	-21	23	-1
28	10	3	-18	-3
29	-9	5	-8	-16
30	-25	1	-2	12
31	19	8[fluorescence artefact?]	-12	3
32	18	-5	-11	24
33	-3	8	17	19
34	11	-5	5	32
35	10	-7	36	11
36	10	6	25	-26

#	mol	NPY1 pot ag	zfTRPN1 agonist	TRPML3 agonist	NPY Y1 blocker	EP2 antag
37	COc1ccc(OCC(=O)Nc2ccc3nc(C)sc3c2)cc1	3	9.0	1.9	3	2
38	CSc1nnnn1-c1ccc(C(=O)O)cc1	0	-0.1	0.6	5	14
39	Cn1c(=O)c2c(nc(Cc3ccccc3)n2C)n(C)c1=O	-1	0.0	0.5	/	4
40	CC12CCC(C(=O)NNc3ccccc3)(C(=O)C1=O)C2(C)C (configuration not stated)	22	0.2	0.9	/	11
41	O=C(CSc1ccc(Cl)cc1)Nc1cc(-c2nc3ncccc3o2)ccc1Cl	-8	-0.1	0.0	4	8
42	CCN(CCCNC(=O)CCc1nc(-c2ccc(OC)cc2)no1)c1cccc(C)c1	2	-1.2	-0.1	5	11
43	COCCN1Cc2cccc(C(=O)Nc3cccc(OC)c3)c2C1=O	-3	1.4	0.0	1	8
44	CCOC(=O)c1nn(-c2ccccc2)c2nnc(Cc3ccc(Cl)cc3)c(=O)n12	-31	0.6	-0.3	4	5
45	CCN=C1S/C(=C\c2cn(C(C)=O)nc2-c2ccccc2)C(=O)N1CC	-8	-1.9	-0.7	8	0
46	COc1cc(/C=N/O)ccc1OCc1ccc(C(=O)O)cc1	19	0.8	0.3	2	23
47	CCS(=O)(=O)c1ccc(C(=O)Nc2ccccc2OC)c(Cl)c1Cl	3	0.2	2.6	-2	8
48	OCCC1CN(Cc2cccc3c2OCO3)CCN1C1CCCCC1 (configuration not stated)	0	-1.1	0.0	1	7

#	PPC-1+TRAIL kill	14-3-3 Bad inh	EP2 mod	CHOP inhibitor
37	13	-2	-24	-14
38	-24	4	6	-8
39	22	-4	3	12
40	8	-3	-14	7
41	12	16	5	69
42	5	18[fluorescence artefact?]	-1	64
43	-18	3	20	-5
44	12	10	26	31
45	0	-2	19	71*
46	45	16	12	90*
47	0	-12	-13	16
48	12	-10	7	16

#	mol	NPY1 pot ag	zfTRPN1 agonist	TRPML3 agonist	NPY Y1 blocker	EP2 antag
49	C/C(=N\NC(=O)NC1CCCCC1)C1CCCCC1	-2	-0.5	0.6	-1	10
50	CC(C)NC(=O)c1ccc(-c2ccccc2C(F)(F)F)o1	5	-1.1	-0.8	2	12
51	Cc1cc(C(=O)CNCc2ccco2)c(C)n1-c1ccc(F)cc1	-25	1.0	0.0	2	6
52	COc1ccc(S(=O)(=O)N(C)CC(=O)N2CCN(Cc3ccccc3)CC2)cc1C	-1	-0.5	0.9	4	9
53	Cc1ccc(/C=N/Nc2nncc(-c3ccccc3)n2)o1	4	0.9	1.4	-1	12
54	COCc1nc2ccccc2n1Cc1ccc(Br)cc1	-6	0.6	0.0	3	5
55	Cc1ccc(-c2cc3nc(C)cc(C)n3n2)cc1	3	-0.5	0.4	9	4
56	CCCCCCC/C(C)=N/NC(=O)CC(=O)NCCc1ccccc1	-1	0.3	0.3	4	1
57	CCOC(=O)C1=C(C)NC(=O)NC1c1ccc(OCC(=O)OC)c(OC)c1 (configuration not stated)	1	1.0	1.1	1	5
58	CNC(=O)c1nn(-c2ccc(C)cc2)ccc1=O	19	-0.7	-0.1	-3	16
59	S=C(NCc1ccc2c(c1)OCO2)Nc1ccc2nsnc2c1	-10	7.3	5.1	2	32
60	C=CCN(C(=O)CCC(=O)Nc1cc(C)on1)C(C(=O)NC(C)(C)C)c1cccc(OC)c1OC (configuration not stated)	-2	-1.3	0.0	6	6
61	OC(CN1CCN(c2ccccc2)CC1)Cn1c2ccccc2c2ccccc21 (configuration not stated)	8	-0.6	0.6	4	8

#	PPC-1+TRAIL kill	14-3-3 Bad inh	EP2 mod	CHOP inhibitor
49	19	8	71*	40
50	-11	4	-1	-15
51	1	36	-21	24
52	19	-13	1	34
53	-1	-10	-37	-1
54	0	2	18	-14
55	18	-1	5	5
56	4	-7	22	39
57	-4	-3	17	-4
58	13	5	19	11
59	6	-18	-106	5
60	0	11	19	-8
61	9	6	19	80*

Screening results deposited in PubChem BioAssay by several laboratories.
